# Assay outcomes as filed in PubChem BioAssay.
# Rin1 Abl inh – inhibitors of Rin1-Abl protein binding, primary screen, biochemical, TR-FRET. AID 588664, 2011. inhibition, % at 7.35 µM. hit rate 0.4% among 360,000. Tyrosine-protein kinase ABL1 (Homo sapiens) + Ras and Rab interactor 1 (Homo sapiens), …; in the data active = inhibition above about 5%, passing the limit was not always enough
# Tb MetRS inh – T. brucei MetRS inhibitors, primary screen, biochemical, luminescence | hit rate 0.4% among 360,000 | inhibition, % at 11.9 µM | AID 624268, 2012 | methionyl-tRNA synthetase (Trypanosoma brucei brucei) | purified T. brucei MetRS, ATP depletion, Kinase-Glo luminescence;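 active = inhibition above a per-plate cutoff of the control wells' mean inhibition plus 3 SD, cut at about 5.5% in these data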;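 note: 0% = DMSO wells median and 100% = median of wells with control inhibitor compound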
#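 Material: T. brucei methionyl-tRNA synthetase, purified; reagent: substrates ATP, L-methionine and bulk Escherichia coli tRNA; dosing: 11.9 µM single point; timing: 15 min plus 2 h at 25 °C; detection: luminescence of leftover ATP; evaluation: % inhibition; control set: DMSO-only wells as low control; replicates: singlicate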
# Neddyl block – inhibitors of cullin neddylation, primary screen, biochemical, TR-FRET, uHTS, NAE and Ubc12 | calls only at 25 µM | AID 651699, 2012 | NEDD8-conjugating enzyme Ubc12 (Homo sapiens) + NEDD8-activating enzyme E1 regulatory … | hit rate 0.58% among 360,000; in the data active = inhibition above about 36%
# FAS TE block – FAS thioesterase domain inhibitors, primary screen, biochemical, fluorescence intensity, uHTS; Fatty acid synthase (Homo sapiens), P49327; inhibition, % at 15 µM; hit rate 0.67% among 360,000; recombinant FAS-TE, OMFH fluorogenic substrate, fluorescence endpoint;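 active = compounds whose normalised, plate-corrected inhibition of enzyme fluorescence in the single-dose primary screen is 50% or more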;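 note: 0% = DMSO with enzyme and 100% = substrate without enzyme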
# MsrA inh – bovine MsrA enzyme inhibitors, primary screen, biochemical, absorbance, HTS; hit rate 0.75% among 360,000; purified bovine MsrA, absorbance read-out; inhibition, % at 15.5 µM; Methionine sulfoxide reductase A (Bos taurus); in the data active = inhibition above about 4.5%;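 note: 0% = vehicle wells with enzyme and 100% = reference inhibitor wells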
# E coli Lon inh – inhibitors of E. coli Lon protease, primary screen, biochemical, fluorescence polarization; inhibition, % at 7.94 µM; P0A9M0; AID 602123, 2011; purified E. coli Lon protease; hit rate 0.42% among 360,000; in the data active = inhibition above about 13%, passing the limit was not always enough;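 note: 0% = enzyme with probe and DMSO and 100% = no enzyme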
# Target sequence (P0A9M0 whole entry, looked up): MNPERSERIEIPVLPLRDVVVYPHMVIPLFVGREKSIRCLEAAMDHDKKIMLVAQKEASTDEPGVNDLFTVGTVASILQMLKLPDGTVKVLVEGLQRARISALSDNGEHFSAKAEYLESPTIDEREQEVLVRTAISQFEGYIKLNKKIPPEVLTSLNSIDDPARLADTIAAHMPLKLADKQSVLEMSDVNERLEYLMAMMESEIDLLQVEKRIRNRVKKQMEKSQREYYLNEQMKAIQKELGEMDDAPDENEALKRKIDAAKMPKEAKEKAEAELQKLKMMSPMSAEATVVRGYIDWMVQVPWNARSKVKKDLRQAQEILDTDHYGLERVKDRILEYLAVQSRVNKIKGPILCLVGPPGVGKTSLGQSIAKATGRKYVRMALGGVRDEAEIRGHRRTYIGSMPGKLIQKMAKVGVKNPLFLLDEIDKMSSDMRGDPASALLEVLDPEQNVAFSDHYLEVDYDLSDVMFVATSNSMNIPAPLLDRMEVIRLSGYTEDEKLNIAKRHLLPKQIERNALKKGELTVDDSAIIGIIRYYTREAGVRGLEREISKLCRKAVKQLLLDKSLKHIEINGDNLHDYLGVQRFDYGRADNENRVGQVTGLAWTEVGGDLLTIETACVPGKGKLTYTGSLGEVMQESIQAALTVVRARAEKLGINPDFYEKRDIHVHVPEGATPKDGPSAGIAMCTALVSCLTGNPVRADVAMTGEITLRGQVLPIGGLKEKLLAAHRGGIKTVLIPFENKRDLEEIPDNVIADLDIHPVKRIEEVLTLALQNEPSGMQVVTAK
# CSN deneddyl inh – inhibitors of CSN-mediated cullin deneddylation, primary screen, biochemical, fluorescence polarization, uHTS | COP9 signalosome complex subunit 5 (Homo sapiens), Q92905 | Purified CSN, SCF-Nedd8-OG deneddylation | inhibition, % at 12.5 µM | hit rate 0.38% among 360,000 | AID 651999, 2013;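 active = pattern-corrected inhibition above about 35%, with an unprinted fluorescence ratio check between 0.5 and 1.5, limit read from the data, passing the limit was not always enough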;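 note: 0% = enzyme with substrate and 100% = substrate without enzyme; some results filed as inactive read as strong as hits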
#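 test system = HEK293T-derived human Csn5 enzyme | amount = 0.24 nM Csn5 enzyme, final concentration | medium = Tris/NaCl/DTT buffer, pH 7.5 | schedule = 90 min reaction at room temperature | signal = FP | evaluation = inhibition of Csn5 cleavage, % | compound dosing = single dose of 12.5 µM compound with 0.25% DMSO | probe or stimulus = 10 nM SCFSkp2-Nedd8OG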
# bovine MsrA act – bovine MsrA enzyme activators, primary screen, biochemical, absorbance, HTS; AID 602163, 2012; activation, % at 10.6 µM; Methionine sulfoxide reductase A (Bos taurus); hit rate 0.3% among 360,000; purified bovine MsrA, absorbance read-out; in the data active = activation above about 7.5%;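 note: 0% = vehicle and 100% = reference activator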
# PABP1 MLLE inh – inhibitors of PABP1 MLLE–PAM2 peptide binding, primary screen, biochemical, fluorescence polarization, FITC-PAM2, GST-MLLE | AID 588489, 2011 | inhibition, % at 20 µM | hit rate 0.36% among 360,000; in the data active = inhibition above about 35%, passing the limit was not always enough;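 note: plate controls were DMSO wells with GST-MLLE for no effect and wells lacking GST-MLLE protein for full effect; some results filed as inactive read as strong as hits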
# The depositor's hits bear a star; i = inactive; . = no result given.
SMILES,Rin1 Abl inh,Tb MetRS inh,Neddyl block,FAS TE block,MsrA inh,E coli Lon inh,CSN deneddyl inh,bovine MsrA act,PABP1 MLLE inh
COC(=O)NNC(=O)c1ccc(C)cc1,-1,-0.9,i,-7,0.7,-10,0,-4,-16
Cn1nnnc1Sc1ncnc2scc(-c3ccccc3Cl)c12,2,0.1,i,12,2.0,-1,-5,-3,-9
Cc1nn(-c2ccc(N3CCOCC3)nn2)c(C)c1CCC(=O)Nc1ccccc1,-2,0.0,i,-6,-0.4,5,2,-1,5
Cc1cccc(Nc2nc(N)nc(CN3CCN(c4ccccc4F)CC3)n2)c1,-2,-0.7,i,-2,-1.5,-3,-4,-7,9
COc1cc(NC(=O)CN(C)Cc2cccc(F)c2)c(C)cc1[N+](=O)[O-],0,0.2,i,5,-0.1,-2,-6,1,-6
COc1ccc(C2=NCCNC(C(F)(F)F)=C2)cc1,2,-0.2,i,-2,3.2,2,1,-10,12
Cc1cc2nc(C)n(CCCNC(=O)Nc3cccc4ccccc34)c2cc1C,-1,-0.4,i,15,-1.2,-7,8,1,-7
COc1ccc(NC(=O)CCN2CCCC2)c(OC)c1,-6,-0.8,i,4,-0.2,-3,-1,0,-1
COC(=O)[C@@]1(C)[C@H]2C(=O)N(C)C(=O)[C@H]2[C@H]2CN(C)C(=NC3CCCCC3)N21,-1,0.0,i,-6,-0.3,0,-1,1,2
O=C(C[C@H]1C(=O)N(Cc2ccccc2)C[C@@H]1c1ccc(Br)cc1)Nc1ccc(Br)cc1,-1,77*,i,22,1.1,6,5,-1,0
Nc1nonc1-n1nnc(C(=O)N/N=C/c2ccccc2Cl)c1CN1CCOCC1,1,-0.8,i,-4,0.1,3,1,-7,-11
COc1cccc(C(C)NC(=O)Nc2cccc(C(F)(F)F)c2)c1 (stereo not drawn),2,-1.1,i,34,-0.6,3,0,-5,-4
Cc1ccc(S(=O)(=O)N2CCC(C(=O)N[C@H](C(=O)NCc3ccco3)C(C)C)CC2)cc1,1,-0.3,i,0,-1.3,2,-8,1,-3
N/C(Cc1ccc(Cl)cc1Cl)=N\OC(=O)Cc1ccccc1,-3,-0.8,i,7,0.0,2,-3,-8,-5
CC(C)(C)NC(=O)COC(=O)CCC(=O)c1ccc(Cl)cc1,-2,-0.1,i,-5,2.0,-1,-17,-2,4
Cc1ccnc(NC(=O)/C=C/c2ccccc2Cl)c1,4,-0.7,i,8,-0.1,-7,0,-4,-2
CCOC(=O)Cc1nnc(NC(=O)CSc2nnc3c(n2)[nH]c2ccccc23)s1,-3,0.6,i,1,2.5,10,3,-4,-12
Cc1ccn(-c2ccc([N+](=O)[O-])cc2)n1,-2,0.4,i,5,3.7,0,-4,-2,4
COCCNC(=O)c1cccc2c1-c1ccccc1C2=O,-2,-0.2,i,-4,1.4,4,-4,-2,0
O=S1(=O)CCOC[C@H](CC2CCCCC2)N1Cc1cccc(C(F)(F)F)c1,2,-0.7,i,31,0.5,-5,0,-11,2
COc1ccc(CCNCC2C(Oc3ccc(Cl)cc3)C(=O)N2c2ccccc2C)cc1OC (stereo not drawn),4,-0.6,i,22,0.1,0,-2,-5,6
COCCNc1nc(NC(C)C)nc2ccsc12,3,0.4,i,-12,1.7,-1,-6,-2,-7
O=C(NCc1cccnc1)c1cc(C(=O)NCc2cccnc2)cc([N+](=O)[O-])c1,-2,0.5,i,6,-0.4,-7,-3,0,1
Cc1ccc(C(=O)NC(=S)N2CCN(c3ccc([N+](=O)[O-])cc3)CC2)cc1,-3,-0.8,i,22,0.4,10,-6,-1,-45
O=C(NC12CC3CC(CC(C3)C1)C2)c1ccc([N+](=O)[O-])cc1,2,-0.6,i,8,-0.6,-1,-4,-4,-8
Cn1c(SCC(=O)Nc2ccc(Cl)cn2)nnc1C1CC1,-2,-0.3,i,0,0.2,-4,1,2,6
COCCCN1C(=O)C(CC(=O)NC(c2ccccc2)c2ccccc2)CC(C(=O)N2CCOCC2)=C1C (stereo not drawn),2,-0.1,i,-7,0.5,0,1,-4,-8
CC(O)(C#CCN1CCCCCC1)c1ccccc1 (stereo not drawn),-1,0.6,i,-8,1.5,0,-3,-4,3
COc1ccc(OC)c(NC(=O)N2CCCC(C)C2)c1 (stereo not drawn),1,0.2,i,-3,-0.4,-1,-4,0,3
COc1ccccc1NC(=O)COC(=O)/C=C/c1cccs1,4,-0.3,i,9,0.9,-4,10,-4,3
N/N=C(/Cc1nc2ccccc2[nH]1)c1ccc([N+](=O)[O-])cc1,3,6.0*,i,28,0.1,1,-10,-4,-5
COc1ccc(-c2nc3ccc(Br)cn3c2Cc2ccc(C)cc2)cc1OC,1,-1.1,i,2,0.2,-19,4,-6,-42
CC1CN(c2nc3ccccn3c(=O)c2C=O)CC(C)O1 (stereo not drawn),-3,-0.4,i,-7,2.2,2,5,-1,13
COc1ccc(C2/C=C\CN(S(=O)(=O)c3cccs3)CC(=O)N2Cc2ccc(F)cc2)cc1 (stereo not drawn),-1,-0.3,i,17,0.2,-11,4,-3,-7
CCC(Oc1ccccc1)C(=O)OCC(=O)N(CC)c1c(N)n(Cc2ccccc2)c(=O)[nH]c1=O (stereo not drawn),-4,-0.6,i,-6,2.3,-8,2,-2,-10
CC(C)C(=O)NC(=S)Nc1ccccn1,-1,-0.1,i,-6,2.3,-8,2,1,4
O=C(NCCc1ccncc1)Nc1ccccc1,-1,-1.0,i,-4,-1.0,-1,5,-10,-17
FC(F)(F)c1nc(-c2ccccc2)ncc1-c1nnnn1-c1ccccc1,2,-0.3,i,42,-0.9,0,-9,-1,-11
CC1(C(=O)Nc2ccccc2Cc2ccccc2)CCN1CCc1ccccc1 (stereo not drawn),0,-0.4,i,21,-0.8,2,-7,0,-2
COc1ccc(C(O)(C2CCCCC2)C(CN2CCOCC2)c2ccccc2)cc1 (stereo not drawn),0,-0.8,i,17,-0.6,-4,-4,7,-1
CC(C)OC(=O)CSc1nc2cccnc2n1C1CCCCC1,-3,-0.2,i,6,1.1,-4,1,-1,-9
CN(C)CCN1CCN(C2CN(Cc3cn(Cc4ccc(F)cc4)nn3)S(=O)(=O)C2)CC1 (stereo not drawn),.,-0.6,i,-14,0.5,-1,0,-2,.
CC(C)Nc1nc(SC(C)C(=O)Nc2ccccc2)nc(N(C)C)n1 (stereo not drawn),3,-0.3,i,9,0.6,-3,-2,-2,-10
O=C(O)CCNS(=O)(=O)c1ccccc1C(F)(F)F,3,-0.3,i,-7,1.2,-4,-5,-4,4
Cc1ccc(Cl)cc1NC(=O)CN1C(=O)COc2ccc(S(=O)(=O)N3CCOCC3)cc21,1,-0.3,i,-3,0.2,-4,1,-11,0
CCC(C)NC(=O)c1ccc2nc(Cc3ccc(OC)cc3)oc2c1 (stereo not drawn),5,-1.2,i,0,-0.1,-8,-1,-4,-1
CC1=C(c2ccccc2)CCC1=O,0,-0.4,i,-5,0.7,-13,-5,-3,14
CCCn1c(N)c(C(=O)CSc2nnc(Cc3cccs3)n2C2CC2)c(=O)[nH]c1=O,2,0.0,i,-4,0.0,-6,1,1,-20
O=C1Nc2ccccc2OC1CC(=O)N1CCOCC1 (stereo not drawn),-1,-0.6,i,-4,-0.7,-5,-5,-3,-6
O=C(NCc1cccs1)C1CCC(CNS(=O)(=O)c2cccs2)CC1 (stereo not drawn),0,-0.8,i,-2,0.5,-7,3,-3,-2
COc1ccc(C(=O)NCc2nnc(SCC(=O)Nc3ccccc3OC)o2)cc1,2,-0.4,i,-7,-0.6,2,1,-2,10
CC1(CCc2ccccc2)NC(=O)N(CC(=O)Nc2ccccc2)C1=O (stereo not drawn),-3,-1.1,i,-5,0.4,-2,1,-8,4
Cc1ccc(-c2c[n+](CC(=O)c3ccc(Br)cc3)c3n2CCCCC3)cc1,5,0.0,i,-4,-0.9,-9,1,2,-4
CC1CCCC(C)N1C(=O)CSc1nnc(COc2cccc3cccnc23)o1 (stereo not drawn),3,0.4,i,-1,0.7,-6,0,-4,-12
FC(F)(F)c1cc(CCN2CCNC[C@@H]2Cc2ccccc2)cc(C(F)(F)F)c1,-1,-0.2,i,-7,-1.4,-7,5,-1,10
COc1ccc(N(C)S(=O)(=O)c2cccc(C(=O)OCC(=O)NCc3ccccc3OC)c2)cc1,-3,0.1,i,22,1.7,7,-3,-1,2
O=C(CSc1nc2ccccc2c(=O)n1-c1ccccc1)NCC1CCCO1 (stereo not drawn),1,0.5,i,-4,0.6,-6,-2,-2,-122
Cc1c(/C=C2\NC(=O)NC2=O)c2ccccc2n1C,-2,0.1,i,-4,1.3,7,1,-2,6
CCOC(=O)c1c(C2COc3ccccc3O2)csc1NC(=O)c1ccccc1 (stereo not drawn),-6,-0.6,i,26,-0.2,-3,0,-3,-13
Cc1cc(N2CCCCC2)nc2ccc(NC(=O)CCC(=O)NCCC(C)C)cc12,-3,0.5,.,22,-0.3,0,2,2,-5

# The final 3 records of the section before come first, to join the parts.
SMILES,Rin1 Abl inh,Tb MetRS inh,Neddyl block,FAS TE block,MsrA inh,E coli Lon inh,CSN deneddyl inh,bovine MsrA act,PABP1 MLLE inh
Cc1c(/C=C2\NC(=O)NC2=O)c2ccccc2n1C,-2,0.1,i,-4,1.3,7,1,-2,6
CCOC(=O)c1c(C2COc3ccccc3O2)csc1NC(=O)c1ccccc1 (stereo not drawn),-6,-0.6,i,26,-0.2,-3,0,-3,-13
Cc1cc(N2CCCCC2)nc2ccc(NC(=O)CCC(=O)NCCC(C)C)cc12,-3,0.5,.,22,-0.3,0,2,2,-5
COc1ccc(OC)c(C2NC(=O)N(C)C(C)=C2C(=O)OCc2ccccc2)c1 (stereo not drawn),-5,-0.7,i,5,-0.8,-3,-2,-8,-8
O=C1CC(C(=O)O)C2(CCCC2)O1 (stereo not drawn),-1,-0.6,i,-7,0.1,0,3,0,0
Cc1ccc(C(=O)N/C(=C/c2ccc(-c3cccc([N+](=O)[O-])c3)o2)C(=O)NCCCN(C)C)cc1,-6,-0.4,i,43,4.0,-2,0,-4,-6
Cc1n[nH]c(=O)nc1NCCc1ccccc1,2,0.3,i,-10,-1.0,-3,0,1,17
O=[N+]([O-])c1ccccc1/C=N/n1c(C2CCCCC2)n[nH]c1=S,0,0.2,i,11,-0.2,-4,-1,-1,-23
O=C1CSC(c2ccccn2)N1c1ccccc1F (stereo not drawn),3,-0.2,i,-6,-0.9,-5,4,-2,-5
O=C(Nc1ccccc1Cl)c1cc(C2CCCCN2C(=O)C2CCCCC2)on1 (stereo not drawn),0,-0.3,i,17,1.1,-1,3,-2,2
